TcdB GH inh = inhibitors of Clostridioides difficile toxin B glycohydrolase. actives 0.24% (n = 350,000). AID 652162. inhibition, % at 9.99 µM. TcdB glycohydrolase enzymatic assay, plate reader; in the data active = inhibition above about 10%
The depositor's hits bear a star. The list is partial, so the mix of outcomes need not match the whole.

| smiles | TcdB GH inh |
| --- | --- |
| C[C@@H]1CCCCO[C@H](CN(C)C(=O)C2CCCCC2)[C@H](C)CN([C@@H](C)CO)C(=O)c2cc(NC(=O)Nc3ccccc3)ccc2O1 | -1.3 |
| CC(C)CC#Cc1cnc2c(c1)C(=O)N([C@@H](C)CO)C[C@@H](C)[C@@H](CN(C)C(=O)C1CCOCC1)O2 | 0.4 |
| C/C=C/c1cnc2c(c1)C(=O)N([C@H](C)CO)C[C@H](C)[C@@H](CN(C)C(=O)Cc1cccnc1)O2 | 1.3 |
| Nc1ccn([C@@H]2O[C@H](C(=O)N[C@H](Cc3ccccc3)C(=O)N3CCN(C(=O)N4CCOCC4)CC3)[C@@H](O)[C@H]2O)c(=O)n1 | -3.1 |
| C[C@H](CO)N1C[C@H](C)[C@H](CN(C)S(=O)(=O)c2cn(C)cn2)OCCCC[C@H](C)Oc2ccc(NC(=O)Nc3ccc(F)cc3)cc2C1=O | -1.3 |
| O=C1Nc2ccccc2-n2nnnc2C1N1CCN(CCN2CCOCC2)CC1 (configuration not stated) | 0.7 |
| CN(C)CCCNC(=O)C[C@@H]1CC[C@@H]2[C@@H](COc3ccc(NS(C)(=O)=O)cc3C(=O)N2C)O1 | 1.2 |
| C[C@@H]1CCCCO[C@H](CN(C)C(=O)c2ccncc2)[C@@H](C)CN([C@H](C)CO)C(=O)c2cc(NS(=O)(=O)c3ccccc3)ccc2O1 | 0.5 |
| C[C@@H]1CCCCO[C@H](CN(C)S(=O)(=O)c2ccccc2)[C@H](C)CN([C@H](C)CO)C(=O)c2cc(NS(C)(=O)=O)ccc2O1 | -1.4 |
| C[C@@H]1CCCCO[C@H](CN(C)C(=O)CCCN(C)C)[C@H](C)CN([C@@H](C)CO)C(=O)c2cc(NS(C)(=O)=O)ccc2O1 | -0.2 |
| C[C@H](CO)N1C[C@H](C)[C@H](CN(C)Cc2ccncc2)Oc2ncc(-c3ccccc3)cc2C1=O | -0.7 |
| CN(C)Cc1cn(CC[C@@H]2CC[C@H](NS(=O)(=O)c3ccccc3)[C@@H](CO)O2)nn1 | 0.4 |
| CN(C)CC(=O)N1[C@H](CO)[C@H](c2ccccc2)C12CN(C(=O)c1ccccc1)C2 | -0.4 |
| CC=Cc1ccc2n(c1=O)C[C@@H]1[C@@H](CO)[C@H](C(=O)NCc3ccc4c(c3)OCO4)[C@H]2N1C(=O)CC (mixture of isomers) | 1.9 |
| O=C(c1ccccc1)N1C[C@@H]2[C@H](c3ccccc31)[C@H](CO)N2C(=O)c1ccccn1 | -1.5 |
| C[C@@H]1CN([C@H](C)CO)C(=O)c2cc(NC(=O)Nc3ccc(F)cc3)ccc2O[C@@H]1CN(C)Cc1ccc2c(c1)OCO2 | -0.8 |
| CC(C)NC(=O)N1[C@@H](CO)[C@@H](c2ccccc2)C12CN(Cc1cc(F)cc(F)c1)C2 | -0.8 |
| COc1ccccc1C#Cc1ccc2c(c1)O[C@H](CN(C)C(C)=O)[C@@H](C)CN([C@@H](C)CO)S2(=O)=O | -0.1 |
| COCC(=O)N1C[C@@H]2[C@H](c3ccccc31)[C@@H](CO)N2C(=O)C1CC1 | -0.2 |
| C/C=C/c1ccc([C@@H]2[C@@H](CO)N3CCCCN(C(=O)Nc4ccc(OC)cc4)C[C@H]23)cc1 | -0.6 |

Four of the compounds above, field by field:
C[C@@H]1CCCCO[C@H](CN(C)C(=O)C2CCCCC2)[C@H](C)CN([C@@H](C)CO)C(=O)c2cc(NC(=O)Nc3ccccc3)ccc2O1
  TcdB GH inh: -1.3
CC(C)CC#Cc1cnc2c(c1)C(=O)N([C@@H](C)CO)C[C@@H](C)[C@@H](CN(C)C(=O)C1CCOCC1)O2
  TcdB GH inh: 0.4
C/C=C/c1cnc2c(c1)C(=O)N([C@H](C)CO)C[C@H](C)[C@@H](CN(C)C(=O)Cc1cccnc1)O2
  TcdB GH inh: 1.3
Nc1ccn([C@@H]2O[C@H](C(=O)N[C@H](Cc3ccccc3)C(=O)N3CCN(C(=O)N4CCOCC4)CC3)[C@@H](O)[C@H]2O)c(=O)n1
  TcdB GH inh: -3.1

Back to the main list; the two compounds before the break are reprinted first.
| smiles | TcdB GH inh |
| --- | --- |
| COCC(=O)N1C[C@@H]2[C@H](c3ccccc31)[C@@H](CO)N2C(=O)C1CC1 | -0.2 |
| C/C=C/c1ccc([C@@H]2[C@@H](CO)N3CCCCN(C(=O)Nc4ccc(OC)cc4)C[C@H]23)cc1 | -0.6 |
| C[C@H](CO)N1C[C@H](C)[C@@H](CN(C)Cc2ccc3c(c2)OCO3)Oc2c(NS(=O)(=O)c3ccccc3)cccc2C1=O | 0.3 |
| O=C(C1CC1)N1CC(=O)N2[C@H](CO)[C@@H](c3ccc(C#CC4CCCC4)cc3)[C@@H]2C1 | 1.7 |
| CO[C@H]1CN(C)C(=O)c2cc(NC(=O)NC3CCCCC3)ccc2OC[C@H](C)N(C(C)=O)C[C@H]1C | 0.2 |
| C[C@@H]1CN([C@@H](C)CO)C(=O)c2cccc(NC(=O)Nc3ccc(F)cc3)c2O[C@H]1CN(C)C(=O)Nc1ccccc1 | 0.2 |
| CCCC#Cc1ccc([C@@H]2[C@H](CO)N3C(=O)CN(C(=O)Nc4ccc(F)cc4)C[C@@H]23)cc1 | 0.0 |
| CO[C@H]1CN(C)C(=O)c2ccc(NC(C)=O)cc2OC[C@H](C)N(CC2CCCCC2)C[C@H]1C | -0.3 |
| CCCNC(=O)N1[C@H](CO)[C@@H]2c3ccccc3N(C(=O)NC(C)C)C[C@@H]21 | -0.3 |
| C[C@H]1CN([C@@H](C)CO)C(=O)Cc2cc(NC(=O)Nc3cccc4ccccc34)ccc2O[C@H]1CN(C)C(=O)Nc1ccc(F)cc1 | -0.3 |
| CNC[C@H]1Oc2ncc(-c3ccc(C)cc3)cc2C(=O)N([C@@H](C)CO)C[C@H]1C | 1.9 |
| CC(C)(C)c1ccc(S(=O)(=O)NCC2CCN(C(=O)C(=O)c3cccs3)CC2)cc1 | 0.6 |
| COc1cccc(NC(=O)Nc2ccc3c(c2)C(=O)N(C)C[C@H](OC)[C@H](C)CN(CC2CC2)[C@H](C)CO3)c1 | 0.0 |
| O=C(C[C@@H]1C[C@@H]2c3cc(NS(=O)(=O)c4ccc(F)cc4)ccc3O[C@@H]2[C@H](CO)O1)NCc1ccc(Cl)cc1 | 0.4 |
| COCC(=O)N(C)C[C@@H]1Oc2ncc(C#Cc3ccccc3)cc2C(=O)N([C@H](C)CO)C[C@@H]1C | 0.9 |
| CS(=O)(=O)N1[C@H](C#N)[C@H](c2ccccc2-c2ccccc2F)[C@H]1CO | 1.3 |
| COc1ccc2c3c([nH]c2c1)[C@H](CO)N(C(=O)Nc1ccc(F)cc1)CC31CN(S(=O)(=O)c2cn(C)cn2)C1 | -0.1 |
| CO[C@H](CN(C)C(=O)c1cnccn1)[C@H](C)CN([C@H](C)CO)S(=O)(=O)c1ccccc1 | 1.1 |
| c1cc(CN2[C@@H]3CNC[C@H]2C3c2ccc(-c3ccncc3)cc2)cc(-c2ccncc2)c1 (some centres not stated) | -0.5 |
| C[C@@H]1CN([C@H](C)CO)C(=O)c2cc(NC(=O)CCCN(C)C)ccc2O[C@H]1CN(C)C | 1.4 |
| CC(C)CC#Cc1ccc2c(c1)O[C@@H](CN(C)C(=O)NC(C)C)[C@H](C)CN([C@@H](C)CO)S2(=O)=O | 1.2 |
| C[C@@H]1CCCCO[C@@H](CN(C)C(=O)Nc2ccccc2)[C@H](C)CN([C@H](C)CO)C(=O)c2cc(NS(=O)(=O)c3ccccc3)ccc2O1 | -0.6 |

Further records follow:
compound | TcdB GH inh
Cc1ccccc1NC(=O)Nc1ccc2c(c1)C(=O)N(C)[C@H]1CC[C@@H](CC(=O)NCC3CC3)O[C@H]1CO2 | 0.1
COCC(=O)N1CC[C@@H]2[C@H]1c1cc(-c3ccc(OC)cc3)ccc1N(C)[C@@H]2CO | 5.8
C[C@@H]1CN([C@@H](C)CO)C(=O)c2cccc(NS(=O)(=O)c3cn(C)cn3)c2O[C@@H]1CN(C)Cc1ccc(C(F)(F)F)cc1 | 0.6
CO[C@@H]1CN(C)C(=O)c2cc(NC(C)=O)ccc2OC[C@H](C)NC[C@@H]1C | -0.2
O=C(CCN1CCCCC1)N[C@@H]1CC[C@@H](CCNS(=O)(=O)c2ccc(Cl)cc2)O[C@H]1CO | -0.6
CCN(C[C@@H]1N[C@@H](CO)[C@H]1c1ccccc1)C(=O)c1ccncc1 | -1.4
C[C@@H]1CN([C@H](C)CO)C(=O)c2cc(NC(=O)C3CCCCC3)ccc2O[C@@H](C)CCCCO[C@H]1CN(C)Cc1ccc(C(=O)O)cc1 | -1.2
CCCC#Cc1ccc2c(c1)O[C@@H](CN(C)C(=O)Nc1ccc(OC)cc1)[C@H](C)CN([C@@H](C)CO)S2(=O)=O | 0.1
COc1ccc(CN(C)C[C@H]2OCCCC[C@H](C)Oc3ccc(NC(=O)CCC(F)(F)F)cc3C(=O)N([C@H](C)CO)C[C@@H]2C)cc1 | -0.6
CN(C)CC(=O)N1[C@H](CO)[C@@H](c2ccccc2-c2ccccc2F)[C@@H]1C#N | 0.9
C[C@H]1CN([C@@H](C)CO)C(=O)Cc2cc(NC(=O)Nc3ccc4c(c3)OCO4)ccc2O[C@H]1CN(C)Cc1ccc(C(F)(F)F)cc1 | -1.2
COCC(=O)N(C)C[C@H]1Oc2ncc(-c3cccc(OC)c3)cc2C(=O)N([C@H](C)CO)C[C@H]1C | 1.3
C[C@@H]1CN([C@@H](C)CO)C(=O)c2cc(-c3ccccc3F)cnc2O[C@H]1CN(C)C(=O)C1CC1 | 4.7
O=C1CN(Cc2ccc(F)cc2)C[C@@H]2[C@H](c3ccc(Br)cc3)[C@@H](CO)N12 | -2.7
Cc1noc(C)c1NC(=O)N[C@@H]1CC[C@H](CCNC(=O)C2CCOCC2)O[C@H]1CO | -12.6
COc1ccc(NC(=O)Nc2ccc3c(c2)[C@@H]2C[C@@H](CC(=O)N(C)C)O[C@H](CO)[C@@H]2O3)cc1 | -1.3
Cc1noc(C)c1NC(=O)Nc1ccc2c(c1)C(=O)N([C@@H](C)CO)C[C@H](C)[C@@H](CN(C)C)OCCCC[C@@H](C)O2 | 0.9
CO[C@H]1CN(C)C(=O)c2cc(NC(=O)C3CCC3)ccc2OC[C@@H](C)N(Cc2ccc(F)cc2)C[C@H]1C | -0.2
COc1ccc(NC(=O)N(C)C[C@H]2OCCCC[C@H](C)Oc3ccc(NS(=O)(=O)c4cccs4)cc3C(=O)N([C@@H](C)CO)C[C@H]2C)cc1 | -0.6
C[C@H]1CN([C@@H](C)CO)C(=O)Cc2cc(NS(C)(=O)=O)ccc2O[C@H]1CN(C)Cc1ccc(C(=O)O)cc1 | -0.6
C[C@@H]1CN([C@@H](C)CO)C(=O)c2cccc(NS(=O)(=O)c3ccc(Cl)cc3)c2O[C@H]1CN(C)Cc1ccccc1 | 0.1
Cc1noc(C)c1NC(=O)N[C@@H]1CC[C@@H](CCNC(=O)C2CCCC2)O[C@H]1CO | -2.2
CC(C)NC(=O)N(C)C[C@H]1Oc2ccc(NC(=O)Nc3ccc(F)cc3)cc2C(=O)N([C@H](C)CO)C[C@H]1C | 0.2
O=C(C[C@@H]1CC[C@@H](NC(=O)CC2CC2)[C@@H](CO)O1)NCc1ccc(-c2ccccc2)cc1 | -0.2
C[C@H](CO)N1C[C@H](C)[C@@H](CN(C)CC2CCCCC2)OCCCC[C@H](C)Oc2ccc(NC(=O)C3CCCCC3)cc2C1=O | -1.4

The final three entries of the section above are carried over, then new ones follow:
compound | TcdB GH inh
CC(C)NC(=O)N(C)C[C@H]1Oc2ccc(NC(=O)Nc3ccc(F)cc3)cc2C(=O)N([C@H](C)CO)C[C@H]1C | 0.2
O=C(C[C@@H]1CC[C@@H](NC(=O)CC2CC2)[C@@H](CO)O1)NCc1ccc(-c2ccccc2)cc1 | -0.2
C[C@H](CO)N1C[C@H](C)[C@@H](CN(C)CC2CCCCC2)OCCCC[C@H](C)Oc2ccc(NC(=O)C3CCCCC3)cc2C1=O | -1.4
C[C@@H]1CN([C@@H](C)CO)S(=O)(=O)c2ccc(-c3cccc(C#N)c3)cc2O[C@H]1CN(C)C(=O)c1ccc(F)cc1 | -0.3
C[C@H]1CN([C@@H](C)CO)C(=O)Cc2cc(NC(=O)Cc3ccccc3)ccc2O[C@H]1CN(C)Cc1ccc2c(c1)OCO2 | -2.1
COc1ccc(NC(=O)Nc2ccc3c(c2)CC(=O)N([C@H](C)CO)C[C@@H](C)[C@@H](CN(C)Cc2ccc(C(=O)O)cc2)O3)cc1 | 1.1
O=C(Cc1ccncc1)NCC[C@@H]1CC[C@H](NC(=O)Nc2cccc(F)c2)[C@H](CO)O1 | -2.3

Source: PubChem BioAssay
